# D3 ag: qHTS of D3 Dopamine Receptor Agonist: qHTS | D(3) dopamine receptor (Homo sapiens), P35462 | D3R DiscoveRx beta-arrestin cells, luminescence, 90 min | max activation, % | actives 0.58% (n = 410,000) | AID 652048, 2013; in the data active = max activation above about 30%; note: 0% is about no effect; mostly tested at two doses, the higher about 12 µM
#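 Agonist mode: compounds and dopamine controls were applied to plated cells for 90 min at 37 degrees C after an overnight attachment at 1500 cells/well. Luminescent read-out followed 30 - 60 minutes at room temperature with DiscoveRx detection reagent.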
# EPAC2 agonist: qHTS for Agonist of cAMP-regulated guanine nucleotide exchange factor 4 (EPAC2): primary screen. Rap guanine nucleotide exchange factor 4 (Homo sapiens), Q8WZA2. EPAC2 activation, biochemical qHTS; response scale: 100% = 6.5 mM cAMP response. Potency, µM (titrated, usually from 154 µM), inactives show top-dose activation, actives largely listed as activators. actives 0.079% (n = 360,000). AID 720711, 2013; note: potency is the fitted concentration of half-maximal effect; nearly all actives have a fitted effect of over 50% in size
# Target sequence (Q8WZA2 whole entry, looked up): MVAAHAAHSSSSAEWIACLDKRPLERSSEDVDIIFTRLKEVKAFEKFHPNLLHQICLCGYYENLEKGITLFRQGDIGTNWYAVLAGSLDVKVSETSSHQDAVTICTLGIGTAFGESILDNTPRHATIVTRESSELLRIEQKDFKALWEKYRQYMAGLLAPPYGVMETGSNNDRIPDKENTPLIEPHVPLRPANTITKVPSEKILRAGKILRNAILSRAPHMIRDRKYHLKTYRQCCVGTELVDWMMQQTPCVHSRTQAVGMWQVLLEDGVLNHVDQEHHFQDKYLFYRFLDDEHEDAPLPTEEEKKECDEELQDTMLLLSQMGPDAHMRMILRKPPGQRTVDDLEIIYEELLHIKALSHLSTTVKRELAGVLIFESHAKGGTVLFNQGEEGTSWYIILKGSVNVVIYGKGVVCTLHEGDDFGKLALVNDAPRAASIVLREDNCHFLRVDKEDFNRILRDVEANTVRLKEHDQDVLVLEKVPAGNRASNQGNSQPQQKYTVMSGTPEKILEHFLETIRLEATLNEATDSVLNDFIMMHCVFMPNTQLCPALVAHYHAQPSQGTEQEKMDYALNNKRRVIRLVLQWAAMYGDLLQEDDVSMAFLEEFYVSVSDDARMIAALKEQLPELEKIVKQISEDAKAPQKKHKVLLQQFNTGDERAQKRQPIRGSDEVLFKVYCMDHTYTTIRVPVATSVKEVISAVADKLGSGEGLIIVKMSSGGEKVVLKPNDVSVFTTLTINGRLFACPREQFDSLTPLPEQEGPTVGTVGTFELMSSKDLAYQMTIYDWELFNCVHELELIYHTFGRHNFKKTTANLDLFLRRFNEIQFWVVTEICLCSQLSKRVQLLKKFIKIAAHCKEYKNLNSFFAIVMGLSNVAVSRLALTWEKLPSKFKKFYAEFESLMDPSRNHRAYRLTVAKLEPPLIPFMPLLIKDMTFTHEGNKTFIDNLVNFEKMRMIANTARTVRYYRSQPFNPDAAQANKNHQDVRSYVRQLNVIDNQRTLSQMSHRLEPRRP
#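 Exchange assay: 100 nM EPAC2 with 250 nM Rap1B-BODIPY-GDP and 50 uM GDP. Fluorescence (ex 480/em 540 nm) read every 5 min for 30 min at room temperature. Data normalized to 6.5 mM cAMP as agonist control.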
# Mm-Cpn inhibitor: Inhibitors of TCP-1 ring complex (TRiC) of Methanococcus maripaludis (MmCpn): qHTS | purified Mm-Cpn ATPase, ADP Transcreener TR-FRET | Potency, µM (top dose mostly 76.9 µM), without a hit: top-dose activity, negative = inhibition, hits mostly inhibitors | actives 0.031% (n = 330,000) | Chaperonin Mm-Cpn (Methanococcus maripaludis); note: potency is the fitted concentration of half-maximal effect; % is set by controls: 0 for no effect and ±100 for the full control effect; nearly all actives have a fitted effect of over 80% in size
#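 Quantitative HTS used 25 nM Mm-CPN and 10 uM ATP in magnesium/KCl Tris buffer, pH 7.4, with 1 mM DTT. Hydrolysis ran 30 min at 37°C; ADP was read by HTRF.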
# CCT modulator: High-Throughput Screening for Modulators of Cytosolic Chaperonin Activity. AID 651819, 2012. actives 0.3% (n = 360,000). activity change, % (test concentration not listed), hits read low. purified chaperonin ATPase assay, HTRF ADP detection, 30 min; in the data active = activity change below about -30%; note: % is set by controls: 0 for no effect and ±100 for the full control effect
#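 First, chaperonin was dispensed at 40 nM or 20 nM final depending on batch activity. Next, compounds were pinned at 76 uM and ATP added at 10 uM. After 30 min at 37 °C, ADP detection reagents ran 30 min at ambient temperature.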
# PTHR1 agonist: qHTS for PTHR1 Agonists: Primary Screen. Parathyroid hormone/parathyroid hormone-related peptide receptor (Homo sapiens), Q03431. HEK293 GP2 PTHR1 cells, GloSensor cAMP luminescence, 1 h. Potency, µM (series often up to 115 µM), for the others: at the highest dose activation, hits mostly activators. actives 0.075% (n = 410,000); note: potency is the fitted concentration of half-maximal effect; nearly all actives have a fitted effect of over 55% in size; some results filed as inactive show a strong effect at the top dose; inactives centre near -15; many of its hits are not listed in these tables
#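 HEK-293-derived GP2 cells expressing PTHR1 and a GloSensor cAMP reporter, 3,000/well, plated overnight, given luciferin plus IBMX (each 0.5 mM as added) for 1 h at 37 °C, then compound for 1 h at 37 °C. Luminescence was read after 15 min at room temperature.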
# D3 antag: qHTS of D3 Dopamine Receptor Antagonist: qHTS. D(3) dopamine receptor (Homo sapiens), P35462. D3R cells, DiscoveRx beta-arrestin luminescence, antagonist mode; hits give low values. max response, negative = inhibition, %. actives 2.5% (n = 360,000); in the data active = max response below about -50%; inconclusive = no clear call, values can overlap the other calls; note: % is set by controls: 0 for no effect and ±100 for the full control effect; mostly tested at two doses, the higher about 12 µM
#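 Cells plated overnight at 1500 cells/well, then exposed to library compounds with dopamine controls for 90 minutes at 37 degrees C. DiscoveRx reagent added for 30–60 minutes at room temperature; luminescence read, quantitative HTS format.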
# EPAC2 antagonist: qHTS for Antagonist of cAMP-regulated guanine nucleotide exchange factor 2 (EPAC2): primary screen; Rap guanine nucleotide exchange factor 4 (Homo sapiens), Q8WZA2; Potency, µM (titrated, usually from 114 µM), for the others: at the top dose activity, negative = inhibition, most hits filed as inhibitors; AID 720708, 2013; actives 0.18% (n = 360,000); EPAC2 GEF exchange of Rap1B-BODIPY-GDP, fluorescence; note: potency is the fitted concentration of half-maximal effect; % is set by controls: 0 for no effect and ±100 for the full control effect; nearly all actives have a fitted effect of over 45% in size; many of its hits are not listed in these tables
# pAkt inh: HTS Assay for Inhibitors of Akt Phophorylation: Primary Screen; Neuro2A IGF-stimulated pAkt S473 HTRF, 20 min; hits give low values; activity change, % for hits at 50 µM; actives 0.32% (n = 360,000); AID 651550, 2012; in the data active = activity change below about -80%; inconclusive = mostly about -51% to -80%; note: % is set by controls: 0 for no effect and ±100 for the full control effect
#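 Single-point screen (50 µM final compound) in Neuro2A cells stimulated 20 min with 6 nM IGF at 37 deg C. After lysis, Ser473-phosphorylated Akt read by HTRF (ex 330 nm, em 615/665 nm) as the 665/615 ratio.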
# An asterisk follows results filed as active; i = inactive; ? = inconclusive; . = no result given; [ ] = another dose, or the depositor's remark. Unless noted, calls come from the whole dose curve; as a rule, active = well fitted curve in the direction sought with a large enough effect; inconclusive = small, poorly fitted or top-dose-only effect, or another doubt; inactive = no such curve, though single readings can be large; an effect the other way counts as inactive or inconclusive. A portion of the library; count on the stated rates, not on these rows.
SMILES,D3 ag,EPAC2 agonist,Mm-Cpn inhibitor,CCT modulator,PTHR1 agonist,D3 antag,EPAC2 antagonist,pAkt inh
CCS(=O)(=O)N1Cc2cc(C(=O)NCC3CC3)nc(-c3cccc(-c4cccnc4)c3)c2[C@@H]1CCO,0,10%,.,1.3,4%,-1,9%,i
COC(=O)c1ccccc1NC(=O)CC#N,1,-13%,-2%,-2.3,i,5,-1%,i
CC(C)NC(=O)C1(C)CCCCN1Cc1cccc(C(F)(F)F)c1 (configuration not stated),-8,-6%,.,-1.8,-5%,0,-17%,i
O=C(N/N=C\c1ccc(F)cc1)c1ccc(Cn2cc(Br)c([N+](=O)[O-])n2)o1,3,-2%,0%,2.6,-28%,12,0%,i
CCCn1nnnc1SCC(=O)N1CCCc2ccccc21,4,1%,5%,-2.2,-1%[57.5 µM],-7,8%,i
COc1ccc(CNC(=O)Nc2cccc3ccccc23)cc1,-2,-3%,-3%,-0.4,-19%,2,-1%,i
O=C(Cc1ccc(Cl)cc1)NCCc1cnc[nH]1,-12,4%,0%,-0.5,i,-25,5%,i
C=CCNC(=S)NNC(=O)c1ccco1,8,2%,-1%,0.2,-18%,12,0%,i
Cc1ccc(Nc2nc3ccccc3c(=O)s2)cc1,-6,8%,-1%,-1.5,-2%,4,-2%,i
O=C(Nc1ccccn1)c1sc2cccc(F)c2c1Cl,-2,-1%,-1%,0.2,-12%,3,-2%,i
CCN(CC(=O)NC1CCS(=O)(=O)C1)S(=O)(=O)c1c(C)c(C)cc(C)c1C (configuration not stated),-2,3%,-1%,2.0,3%,6,10%,i
CCN(C(=O)COC(=O)/C=C/c1ccc(Cl)c(Cl)c1)c1c(N)n(Cc2ccccc2)c(=O)[nH]c1=O,0,-17%,.,0.0,-39%[inhibitor],15,6%,i
Cc1ccc(F)cc1C(=O)N1CCCC(c2cc(C(=O)Nc3ccccc3)no2)C1 (configuration not stated),8,7%,.,-0.3,-49%[inhibitor],0,1%,i
CC(=O)C[C@H]1c2cc(F)ccc2S(=O)(=O)N1c1ccc(N(C)C)cc1,-18,-2%,.,-0.3,-17%,-10,-11%,i
Cc1ccc(Cc2nc(-c3cccc(C)c3)no2)cc1,-10,17%,1%,0.8,-34%[57.5 µM],11,-3%,i

# Only pAkt inh, PTHR1 agonist and D3 antag (3 entries from above):
SMILES	pAkt inh	PTHR1 agonist	D3 antag
COc1ccc(CNC(=O)Nc2cccc3ccccc23)cc1	i	-19%	2
O=C(Cc1ccc(Cl)cc1)NCCc1cnc[nH]1	i	i	-25
C=CCNC(=S)NNC(=O)c1ccco1	i	-18%	12

# Quoted at random: two compounds from above
SMILES,D3 ag,EPAC2 agonist,Mm-Cpn inhibitor,CCT modulator,PTHR1 agonist,D3 antag,EPAC2 antagonist,pAkt inh
CCN(CC(=O)NC1CCS(=O)(=O)C1)S(=O)(=O)c1c(C)c(C)cc(C)c1C (configuration not stated),-2,3%,-1%,2.0,3%,6,10%,i
CCN(C(=O)COC(=O)/C=C/c1ccc(Cl)c(Cl)c1)c1c(N)n(Cc2ccccc2)c(=O)[nH]c1=O,0,-17%,.,0.0,-39%[inhibitor],15,6%,i

# Carrying on.
SMILES,D3 ag,EPAC2 agonist,Mm-Cpn inhibitor,CCT modulator,PTHR1 agonist,D3 antag,EPAC2 antagonist,pAkt inh
Cc1c(NC(=O)CCN2C(=O)c3ccccc3C2=O)c(=O)n(-c2ccccc2)n1C,-4,11%,3%,-2.5,-16%[57.5 µM],-4,-4%,i
O=C(COc1c(Br)cc(Br)c2cccnc12)N1CCCCC1,-4,-1%,-16%,-1.2,-15%,-4,-2%,i
CCOc1ccc(C(=O)NCC(=O)NCCOc2ccc(C)cc2)cc1,3,7%,-4%,-2.3,-12%,-1,0%,i
CC1=C(C(=O)OCc2ccccc2)C(c2ccc(C(C)(C)C)cc2)NC(=O)N1CCCCCC(=O)O (configuration not stated),-17,-10%,-5%,-0.1,-82%[inhibitor],7,16µM*,i
O=c1cc[nH]c2c1ccc1c(=O)cc[nH]c12,14,-4%,0%,0.6,-23%,1,4%,i
CCc1cc2c(cc3c(=O)n(CC(=O)N4CCN(c5ccccn5)CC4)nc(CC)n32)s1,16,7%,3%,3.3,-30%[inhibitor][57.5 µM],34,0%,i
Nc1nc(-c2ccc(-c3ccccc3)cc2)cs1,-5,5%,1%,3.2,-32%[inhibitor],-23,14%,i
CCOC(=O)c1sc(NC(=O)c2cccs2)cc1C,-3,-1%[15.6 µM],-6%,1.7,-14%[57.5 µM],27,10%,.
O=C(Nc1ccccc1F)c1nc[nH]c1C(=O)NCc1ccccc1,1,-9%,.,1.3,-55%,2,2%,i
O=C(Nc1cccc(-c2ccc3nncn3n2)c1)c1ccco1,2,-7%,-1%,-1.9,i,2,9%,i
Cc1cc(C)nc(NCC(O)CNc2ccccc2C)n1 (configuration not stated),-5,7%,-1%,-0.5,i,15,-3%,i
O=[N+]([O-])c1ccc(N2CCCCC2)cn1,-2,9%,2%,0.4,i,2,4%[57.1 µM],i
CC(=O)Nc1nnc(/C=C/c2cccc([N+](=O)[O-])c2)s1,8,9%,-5%,-1.6,i,26,7%,i
O=C(/C=C/c1c(F)cccc1Cl)Nc1nc2ccccc2[nH]1,-9,-5%,-26%,-1.5,-34%[inhibitor],-6,12%,i
Cc1cc(C)n(C(=O)CN2C(=O)c3ccccc3C2=O)n1,7,6%,0%,-1.7,i,-29,9%,i
CC(C)c1ccc(C2(C)NC(=O)N(CC(=O)N3CCN(C(=O)c4cccs4)CC3)C2=O)cc1 (configuration not stated),-1,1%,2%,-0.8,-39%[inhibitor],4,2%,i
Oc1cccc(NC(=S)Nc2ccccc2)c1,2,4%,1%,0.3,i,-9,4%,i
Cc1csc(C(C#N)C(=O)c2ccc(S(=O)(=O)N3CCCC3)cc2)n1 (configuration not stated),-11,9%,0%,-0.9,-16%[57.5 µM],?,1%,i
Nc1nc(NCCCN2CCOCC2)nc(Nc2ccc(Cl)cc2)c1[N+](=O)[O-],-1,10%,-1%,-3.6,i,-11,4%,i
CSc1ccccc1NC(=O)COC(=O)c1c[nH]c(=O)[nH]c1=O,-1,9%,3%,-4.9,-19%,-6,5%,i
CN1OC[C@@H]2CN[C@H](c3ccc(-c4cccc(F)c4)cc3)C[C@@H]21,1,-3%,.,-0.2,i,-8,9%,i
Cc1cccc(C)c1OCC(=O)OC/C(O)=C(\C#N)c1nc2ccccc2[nH]1,7,-5%,-2%,-1.8,-23%,11,-2%,i
O=C(Nc1ccc2c(c1)OCCO2)C1c2ccccc2OCC(=O)N1Cc1cccnc1 (configuration not stated),8,7%,.,1.9,i,47,2%,i
CCCC1(c2ccccc2)NC(=O)N(CC(=O)Nc2sc(-c3ccccc3)cc2C(=O)OCC)C1=O (configuration not stated),-1,-5%,0%,1.2,i,?,5%,i
N#CC(c1nc2ccccc2nc1N1CCOCC1)S(=O)(=O)c1ccccc1 (configuration not stated),-7,11%,0%,-2.1,-93%[inhibitor],-16,-26%,i
CN1CCN(c2ccc(S(=O)(=O)Nc3ccccc3)cc2[N+](=O)[O-])CC1,-12,1%,-1%,-12,-14%,?,-10%,i
Cn1c2ccccc2c(=O)c2cc(C#Cc3ccccn3)ccc21,4,-7%,-4%,0.1,i,21,14%,i
COCC(C)n1c(C)cc(C(=O)CSc2ccc(NC(C)=O)cc2)c1C (configuration not stated),2,0%,-10%,2.5,-16%,5,11%,i
CCC(C)NS(=O)(=O)c1ccc(NC(=O)C2CCN(C(=O)c3ccco3)CC2)cc1 (configuration not stated),-1,-4%,0%,1.1,-16%,2,4%,i
NC(c1csc(Nc2nncc3ccccc23)n1)C1CCCCC1 (configuration not stated),1,8%,.,0.3,i,8,11%,i
CC(Oc1ccc(C(=O)NCCc2ccccc2)cc1)C(=O)O (configuration not stated),-19,4%,-2%,-1.1,-7%[57.5 µM],24,-1%,i
Cc1ccc(CN2CCN(c3ncccn3)CC2)o1,-8,11%,3%,0.3,6%[57.5 µM],-54*,-12%,i
O=C(Cc1cccs1)Nc1cc(S(=O)(=O)N2CCCCC2)ccc1Cl,5,7%,-4%,-0.9,-15%,2,-7%,i
O=C(NCCc1ccccc1)C(=O)Nc1ccc([N+](=O)[O-])cc1,1,6%,0%,-3.1,-24%,8,8%,i
CCOc1ccc(CCNC(=O)COC(=O)CNS(=O)(=O)c2ccc(NC(C)=O)cc2)cc1OCC,7,-11%,-1%,-2.5,i,0,-3%,i
CCCc1c(C(=O)O)cnn1-c1ccc(Cl)cc1,-3,2%,0%,1.4,i,20,7%,i
CCOc1ccc(Oc2ccccc2NC(=O)CN2C(=O)NC3(CCCC3)C2=O)cc1,-1,-5%,0%,1.7,i,5,-4%,i
COc1ccc(-c2csc(Nc3ncccn3)n2)cc1C,-3,13%,0%,-1.9,i,-6,-6%,i
Clc1cccc(Cc2c(-c3cccc(Cl)c3)nc3ccc(Br)cn23)c1,9,8%,.,0.3,-38%[inhibitor],-5,0%,i
c1ccc(-n2nnnc2NCCCN2CCOCC2)cc1,-6,-2%,0%,-2.0,-5%,5,12%,i
CC(C)CNC(=O)C1CCN(CC2CCCCC2)CC1,-8,3%,1%,-0.7,-17%,-27,22%,i
O=C1CSCc2nc3ccccc3n21,-2,0%,.,-1.8,3%,18,29%,i
Cc1cccc(C(=O)OCC(=O)NNC(=O)c2cccs2)c1O,3,0%,0%,3.1,-9%,2,-1%,i
O=C1NC(=O)C(Cc2ccc(O)cc2)N1 (configuration not stated),29,4%,.,0.0,i,20,8%,i
CC[C@@]1(C(=O)OC)N[C@H](CN(C)C(=O)COC)[C@@H]2C(=O)N(C)C(=O)[C@@H]21,2,5%,2%,0.2,i,3,0%,i
Cc1ccc(S(=O)(=O)n2c3ccc(Cl)cc3c3nc(C)sc32)cc1,-1,17%,-2%,-5.6,i,3,?,i
Cc1sc(NC(=O)CSc2nnc(-c3ccccc3)o2)c(C#N)c1C,0,-2%,-3%,0.3,i,-26,0%,i

# Screening results from PubChem BioAssay.
